# UTI89 phage lysis: inhibition of K1F phage lysis, E. coli UTI89, bacterial capsule biogenesis inhibitors, alamar blue (AID 488966); E. coli UTI89 K1F phage lysis, alamar blue, 2 h; higher % means a stronger effect; 0.02% of 340,000 active; inhibition, % at 100 µM; hits with a dose series show IC50 in µM;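 active = phage lysis inhibition, versus mean bacterial control, above a set limit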;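 note: capsule biogenesis inhibitors block K1F phage lysis so surviving cells raise fluorescence; higher fluorescence means more inhibition of phage lysis; actives were called in the ten point dose series up to 300 µM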
# * = called active by the depositor; [ ] = another dose, or the depositor's remark.
# The opening 15 records (preview)
SMILES,UTI89 phage lysis
COC(=O)C1CCN(C(=O)Cn2nnc(-c3cccc(F)c3)n2)CC1,0.1%
CN(Cc1ccccc1)C(=O)COC(=O)c1cc(S(=O)(=O)N(C)C)ccc1N1CCCC1,-0.2%[50 µM]
Nc1ccc(Sc2ccccc2Cl)nc1,9.1%
C#CCOCCOCCOCCNc1nc(N2CCN(C(=O)[C@H]([C@@H](C)CC)n3cc([C@@H](N)CO)nn3)CC2)nc(N2CCN(C(=O)[C@H](CCCCN)n3cc([C@@H](N)CO)nn3)CC2)n1,3.3%
Cc1ccc(NC(=O)CSCc2cc(=O)n3cc(C)sc3n2)c(C)c1,0.4%
O=C(NCCCN1CCOCC1)c1ccccc1N1C(=O)[C@@H]2Cc3c([nH]c4ccccc34)C(c3cccc(Cl)c3)N2C1=O (stereo not given in full),-1.1%
O=C(O)C(C(O)c1ccc([N+](=O)[O-])cc1)[n+]1ccccc1 (stereo not given),4.5%
COCCCNC(=O)c1cccc(S(=O)(=O)N2CC3(C)CC2CC(C)(C)C3)c1 (stereo not given),-1.0%
CCOc1ccc(C(C)=O)cc1COC(=O)c1ccccc1C(=O)N(C)Cc1ccccc1,0.5%[50 µM]
O=C(NN1CCOCC1)c1cc(Cl)ccc1Cl,0.0%
CC(=O)Nc1cc2c(cc1[N+](=O)[O-])-c1ccc(F)cc1C2,-0.7%
CC(CNC(=O)CCC(=O)N1CCOc2ccccc21)c1ccccc1 (stereo not given),1.0%
COc1ccccc1NC(=S)NCc1ccc(Cl)cc1,-0.4%
O=C(NN=Cc1ccccc1Cl)c1ccc([N+](=O)[O-])cc1,-1.8%
CC1CCC(NC(=O)C2CCN(S(=O)(=O)c3cccc4nonc34)CC2)CC1 (stereo not given),0.2%

# This part in full (from the top)
SMILES,UTI89 phage lysis
COC(=O)C1CCN(C(=O)Cn2nnc(-c3cccc(F)c3)n2)CC1,0.1%
CN(Cc1ccccc1)C(=O)COC(=O)c1cc(S(=O)(=O)N(C)C)ccc1N1CCCC1,-0.2%[50 µM]
Nc1ccc(Sc2ccccc2Cl)nc1,9.1%
C#CCOCCOCCOCCNc1nc(N2CCN(C(=O)[C@H]([C@@H](C)CC)n3cc([C@@H](N)CO)nn3)CC2)nc(N2CCN(C(=O)[C@H](CCCCN)n3cc([C@@H](N)CO)nn3)CC2)n1,3.3%
Cc1ccc(NC(=O)CSCc2cc(=O)n3cc(C)sc3n2)c(C)c1,0.4%
O=C(NCCCN1CCOCC1)c1ccccc1N1C(=O)[C@@H]2Cc3c([nH]c4ccccc34)C(c3cccc(Cl)c3)N2C1=O (stereo not given in full),-1.1%
O=C(O)C(C(O)c1ccc([N+](=O)[O-])cc1)[n+]1ccccc1 (stereo not given),4.5%
COCCCNC(=O)c1cccc(S(=O)(=O)N2CC3(C)CC2CC(C)(C)C3)c1 (stereo not given),-1.0%
CCOc1ccc(C(C)=O)cc1COC(=O)c1ccccc1C(=O)N(C)Cc1ccccc1,0.5%[50 µM]
O=C(NN1CCOCC1)c1cc(Cl)ccc1Cl,0.0%
CC(=O)Nc1cc2c(cc1[N+](=O)[O-])-c1ccc(F)cc1C2,-0.7%
CC(CNC(=O)CCC(=O)N1CCOc2ccccc21)c1ccccc1 (stereo not given),1.0%
COc1ccccc1NC(=S)NCc1ccc(Cl)cc1,-0.4%
O=C(NN=Cc1ccccc1Cl)c1ccc([N+](=O)[O-])cc1,-1.8%
CC1CCC(NC(=O)C2CCN(S(=O)(=O)c3cccc4nonc34)CC2)CC1 (stereo not given),0.2%
O=C(CCNC(=O)c1ccc(Cl)cc1)Nc1ccccc1Cl,0.1%
CC(=O)NCCc1ccc(C(=O)COC(=O)c2cc(C)oc2C)cc1,0.6%
CCC(C)(C)NC(=O)C(c1cccc(OC)c1OC)N(Cc1ccccc1)C(=O)CCC(=O)Nc1cc(C)on1 (stereo not given),-0.2%
O=C(Nc1sc2c(c1C(=O)NCCCO)CCCC2)c1ccccc1,0.6%
O=C(c1ccco1)N1CCN(C2CC(=O)N(c3ccc(F)c(Cl)c3)C2=O)CC1 (stereo not given),0.0%
COc1cccc(/C=N/Nc2nnc(C)n2N)c1O,0.1%
O=C(c1cc([N+](=O)[O-])ccc1N1CCOCC1)N1CCN(S(=O)(=O)c2ccc(F)cc2)CC1,-1.0%
CCc1ccc(OCCCCCn2ccnc2)cc1,1.2%
O=C(COC(=O)c1nc(Cl)ccc1Cl)c1ccccc1Cl,1.9%[50 µM]
COc1ccc(S(=O)(=O)N2CCOc3ccccc32)cc1,0.3%
Cc1cc(C)n(CC(=O)NNC(=O)c2cncc(Br)c2)n1,-2.4%
CCCSc1nnc(NC(=O)CCc2ccccc2)s1,1.2%
CC(Sc1nncs1)C(=O)NC1CCCCC1C (stereo not given),1.7%[50 µM]
COc1ccc(-c2cc(=O)oc3c(C)c(OCC(=O)Nc4cccnc4)ccc23)cc1,3.8%
COc1ccccc1NS(=O)(=O)c1ccc2c(c1)NC(=O)C(C)S2 (stereo not given),-0.1%
O=c1[nH]ccc2c(O)cccc12,0.9%
COc1ccccc1CNS(=O)(=O)c1ccc(-n2cnnn2)c(C)c1,-0.1%
CC(C)CNC(=O)C(=O)NCC1CCCN1S(=O)(=O)c1cccs1 (stereo not given),1.5%[50 µM]
C[C@@H]1C(=O)OC[C@H]1NC(=O)OCc1ccccc1,0.4%
Cc1ccc(C)c(N2CCN(S(=O)(=O)c3ccc4c(c3)CC(C)N4C(=O)C3CC3)CC2)c1 (stereo not given),0.2%
COc1cccc(NC(=O)CN(C)C(=O)c2ccc(NC3CC3)c([N+](=O)[O-])c2)c1,0.1%[50 µM]
O=C(COC(=O)c1cc(Cl)nc(Cl)c1)Nc1ccc(Cl)c(S(=O)(=O)N2CCOCC2)c1,-3.4%
Oc1ccccc1CC=NC1CCCCC1,-2.2%
Cc1ccc(NC(=O)C2CC(=O)N(CCc3ccccc3)C2)cc1Cl (stereo not given),0.4%[50 µM]
CC(=O)c1cccc(N(C(=O)CNC(=O)c2ccco2)C(C(=O)NC2CCCC2)c2ccco2)c1 (stereo not given),0.4%
O=C(NCCN1CCOC1=O)C1CCC(=O)N(CCc2ccc(Cl)cc2)C1 (stereo not given),0.1%
CCOC(=O)c1c(C)[nH]c(C)c1S(=O)(=O)NCCc1ccc(SC)cc1,-0.1%
O=C(COc1cc2oc(=O)c3c(c2cc1Cl)CCC3)Nc1cccnc1,0.1%
COc1ccc(NC(=O)NCCN2CCN(c3ccc(C)cc3)CC2)c(Cl)c1,-0.7%
COc1ccc(NS(=O)(=O)c2c(C)[nH]c(=O)[nH]c2=O)cc1OC,0.2%
COC(=O)c1ccccc1NC(=O)Cn1cnc([N+](=O)[O-])c1,-0.9%
CC(Cc1cccs1)N(Cc1ccc(Cl)cc1)C(=O)c1ccncc1 (stereo not given),0.0%
COCc1ccc(CN2CCC(C(=O)Nc3cccc(-c4cscn4)c3)CC2)o1,0.0%
COc1ccc(S(=O)(=O)N(C)C[C@H]2Oc3c(NC(=O)NC4CCCCC4)cccc3C(=O)N([C@H](C)CO)C[C@@H]2C)cc1,1.5%
CN(CC1CCCN(CCc2cccc(C(F)(F)F)c2)C1)C(=O)c1ccc2nc[nH]c2c1 (stereo not given),0.3%
CCOC(=O)N1CCN(C(=O)c2cc(COc3ccc(OC)cc3Cl)on2)CC1,-0.2%
COc1cccc(-n2c(=O)c3sccc3n(CC(=O)NCC3CCCO3)c2=O)c1 (stereo not given),0.2%
COC(=O)c1cc(S(=O)(=O)NCCN2CCN(c3ccccc3F)CC2)c[nH]1,0.0%
Cc1ccc(S(=O)(=O)N2CCCC2)cc1C(=O)NCCN1CCOCC1,2.7%
CN1CCN(c2ccc(NC(=O)COc3ccccc3)cc2Cl)CC1,0.0%
COc1ccc(C(CNC(=O)c2oc3ccc(F)cc3c2C)N2CCCCC2)cc1 (stereo not given),1.9%
Cc1cccc(OC(C)C(=O)NC2CCS(=O)(=O)C2)c1C (stereo not given),0.1%
COc1ccc2c(c1)OC(=O)CC2c1cc(OC)c(OC)c(OC)c1 (stereo not given),0.3%
COc1cc(OCc2ccccc2)c2c(CCC(=O)O)cc(=O)oc2c1,-1.3%
COC(=O)C1=C(C)N(C)C(=O)NC1c1cccc2ccccc12 (stereo not given),-0.1%
# The list goes on:
SMILES,UTI89 phage lysis
CCOc1ccc(NC(=O)CN(C)C(=O)c2cc([N+](=O)[O-])ccc2N2CCCCC2)cc1OCC,-0.1%[50 µM]
CN(CC(=O)Nc1ncn[nH]1)S(=O)(=O)c1ccc(Br)cc1,1.4%[50 µM]
Cc1ccccc1Sc1ccc([N+](=O)[O-])cn1,0.9%
O=C(/C=C/c1ccc2c(c1)OCO2)c1cccnc1,0.3%
COc1ccccc1N(C(=O)c1ccco1)C(C(=O)NC1CCCC1)c1cccs1 (stereo not given),0.6%
O=C(NC1CC(=O)N(c2ccccc2)C1)C1CC1 (stereo not given),1.8%[50 µM]
Cc1ccccc1S(=O)(=O)Cc1ccc(C(=O)NC2CCCCCC2)o1,0.4%
CCc1cccc2c1NC(=O)C21OCCO1,0.2%
C[n+]1ccc(C(=O)Nc2ccccc2Cl)cc1,1.8%
COc1cc([C@@H]2CC=C(C(=O)O)CN2S(=O)(=O)c2ccc(C)cc2)cc(OC)c1OC,0.9%
CC(=O)Nc1nc2cc(C(N)=O)ccc2s1,1.1%
Cc1ccc(-n2c(N)cc(=O)nc2SCC(=O)NC2CCCCC2)cc1C,-0.1%
CCNC(=O)N(CC)C[C@H]1N[C@@](CC)(C(=O)OC)[C@H]2C(=O)N(Cc3ccccc3)C(=O)[C@@H]12,0.2%
Cc1ncc(CN2CCCCC2C(=O)Nc2ccc(Oc3ccccc3)nc2)cn1 (stereo not given),0.6%[50 µM]
Cc1[nH]c2ccccc2c1/C=N/NC(=O)c1cc(-c2ccncc2)nc2ccccc12,0.8%[50 µM]
O=C(NCc1nnnn1-c1ccc(F)c(F)c1)C(=O)c1c[nH]c2ccccc12,1.1%[50 µM]
O=C(CCCOc1ccc(Cl)cc1Cl)Nc1cc(S(=O)(=O)N2CCOCC2)ccc1N1CCOCC1,-0.5%[50 µM]
O=c1oc(-c2ccc(O)c(O)c2)cc2cccc(O)c12,-5.5%
O=C(NCCCNC(=O)c1ccco1)c1cccc(F)c1,0.5%
O=C(O)c1ccc(S(=O)(=O)N(Cc2ccc(F)cc2)C2CCCCC2)cc1,0.0%
O=C(CCC(=O)N1CCc2ccccc2C1)NCCc1ccc(Cl)cc1,-0.4%
NC(N)=NS(=O)(=O)c1ccc(NC(=S)Nc2ccc(F)cc2)cc1,0.1%
O=C(CCn1nnnc1CN1CCOCC1)N1CCC(c2cccc(Cl)c2)C1 (stereo not given),-0.1%
Cc1ccc(NC(=O)Cn2cnc3c(OCc4ccccc4)ncnc32)cc1C,0.4%
CC(C)=CCCC(C)CN1CCC(n2nccc2NC(=O)c2ccc3c(c2)OCO3)CC1 (stereo not given),0.7%
CCn1c(COc2ccc3ccccc3c2C)nnc1SCC(=O)Nc1cccc(C(=O)O)c1,0.4%
CN1CCN(CCNC(=O)c2ccc3nc(-c4ccc(F)cc4)c(-c4ccc(F)cc4)nc3c2)CC1,0.2%
COc1cc(C)cc(C(=O)C=Cc2ccccc2)c1O,-0.6%
COc1ccc(-c2csc(NC(=O)c3ccccc3F)n2)cc1,0.3%
Cc1nn(-c2ccccc2)c(C)c1Cc1ccc(O)cc1,0.6%
Cc1ccc(N2CC(NC(=O)C(=O)c3c(C)[nH]c4ccccc34)CC2=O)cc1C (stereo not given),0.5%[50 µM]
O=C(O)c1cc(-c2ccccc2)nc(-c2ccccc2)c1,-0.7%[50 µM]
COc1ccc(C(=O)COC(=O)c2cc(S(=O)(=O)N3CCCCC3)ccc2N2CCOCC2)c(OC)c1,-1.0%
Cc1ccc(C2OCC(C)([N+](=O)[O-])CO2)cc1 (stereo not given),0.4%
COc1ccc2c(c1)cc(C(=O)N[C@@H](CCSC)C(=O)N1CCC[C@H]1C(=O)O)n2C,-5.1%
Cc1cc(C)c(CN2CCC(n3nccc3NC(=O)C3CCOC3)CC2)cc1C (stereo not given),-0.1%
CC(=O)NC12CC3CC(C1)CC(C(=O)Nc1c(C)n(C)n(-c4ccccc4)c1=O)(C3)C2,1.7%[50 µM]
O=C(c1cccc(S(=O)(=O)N2CCN(c3ccccc3)CC2)c1)N1CCN(c2ccccc2O)CC1,1.7%[50 µM]
Cc1ccc(C(=O)COc2cc(O)c3c(=O)cc(-c4ccccc4)oc3c2)cc1,1.1%
CCOc1ccc(CC(=O)N/N=C(\C)c2cccnc2)cc1,0.0%
O=C(CN1C(=O)NC2(CCc3ccccc32)C1=O)NCC(F)(F)F (stereo not given),0.2%
CCC(CC)c1nnc(NC(=O)COc2ccc3c(c2)OCO3)s1,-0.7%
COc1ccc(/C=C/c2c(-c3ccc(OC)cc3)oc(=O)c3cc(OC)c(OC)cc23)cc1,-0.4%
Cc1cccc(NC(=O)CN2CCN(C(=O)C3CCCO3)CC2)c1C (stereo not given),0.3%[50 µM]
COc1ccc(OC)c(NS(=O)(=O)c2cc3c4c(c2)CCN4C(=O)CC3)c1,0.3%[50 µM]
Cc1cc(N2CCCC2)ccc1NC(=O)CN1C(=O)NC2(CCCCC2)C1=O,0.7%[50 µM]
COc1ccc(N2CC(C(=O)Nc3c(C(N)=O)oc4ccccc34)CC2=O)cc1 (stereo not given),1.0%[50 µM]
COc1ccc(OCC(=O)NC(=O)c2ccccc2)c([N+](=O)[O-])c1,0.4%[50 µM]
O=C(c1cc2cc(F)ccc2[nH]1)N1CCCC(Nc2ccc(F)cc2)C1 (stereo not given),0.4%
CCc1ccc(CNC(=O)C2CCCN(S(=O)(=O)N(CC)c3ccccc3)C2)cc1 (stereo not given),0.2%
Cc1ccccc1C(=O)N1c2ccccc2OCC1C(C)(C)C (stereo not given),0.1%
OCCCc1nc2ccccc2n1Cc1ccccc1,0.3%

# Compound activity: PubChem, Southern Research Specialized Biocontainment Screening Center

# An excerpt (hit frequency here may not be typical).
